Compound activity (PubChem)
FAS TE block: inhibitors of human fatty acid synthase thioesterase domain; recombinant FAS-TE, OMFH fluorogenic substrate, fluorescence endpoint; inhibition, % at 15 µM; 0.67% of 360,000 active;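 active means compounds whose normalised, plate-corrected inhibition of enzyme fluorescence in the single-dose primary screen is 50% or more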;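 further: 0% = DMSO with enzyme and 100% = substrate without enzyme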
MLLE-PAM2 inh: inhibitors of microRNA-mediated deadenylation, human PABP1 MLLE binding. GST-MLLE / FITC-PAM2 fluorescence polarization. inhibition, % at 20 µM. 0.36% of 360,000 active; in the data active means inhibition above about 35%, passing the limit was not always enough;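 further: plate controls were DMSO wells with GST-MLLE for no effect and wells lacking GST-MLLE protein for full effect; some results filed as inactive read as strong as hits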
E coli Lon inh: inhibitors of E. coli Lon protease; 0.42% of 360,000 active; P0A9M0; inhibition, % at 7.94 µM; purified E. coli Lon protease, fluorescence polarization; AID 602123; in the data active means inhibition above about 13%, passing the limit was not always enough;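 further: 0% = enzyme with probe and DMSO and 100% = no enzyme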
Target sequence (P0A9M0 whole entry, looked up): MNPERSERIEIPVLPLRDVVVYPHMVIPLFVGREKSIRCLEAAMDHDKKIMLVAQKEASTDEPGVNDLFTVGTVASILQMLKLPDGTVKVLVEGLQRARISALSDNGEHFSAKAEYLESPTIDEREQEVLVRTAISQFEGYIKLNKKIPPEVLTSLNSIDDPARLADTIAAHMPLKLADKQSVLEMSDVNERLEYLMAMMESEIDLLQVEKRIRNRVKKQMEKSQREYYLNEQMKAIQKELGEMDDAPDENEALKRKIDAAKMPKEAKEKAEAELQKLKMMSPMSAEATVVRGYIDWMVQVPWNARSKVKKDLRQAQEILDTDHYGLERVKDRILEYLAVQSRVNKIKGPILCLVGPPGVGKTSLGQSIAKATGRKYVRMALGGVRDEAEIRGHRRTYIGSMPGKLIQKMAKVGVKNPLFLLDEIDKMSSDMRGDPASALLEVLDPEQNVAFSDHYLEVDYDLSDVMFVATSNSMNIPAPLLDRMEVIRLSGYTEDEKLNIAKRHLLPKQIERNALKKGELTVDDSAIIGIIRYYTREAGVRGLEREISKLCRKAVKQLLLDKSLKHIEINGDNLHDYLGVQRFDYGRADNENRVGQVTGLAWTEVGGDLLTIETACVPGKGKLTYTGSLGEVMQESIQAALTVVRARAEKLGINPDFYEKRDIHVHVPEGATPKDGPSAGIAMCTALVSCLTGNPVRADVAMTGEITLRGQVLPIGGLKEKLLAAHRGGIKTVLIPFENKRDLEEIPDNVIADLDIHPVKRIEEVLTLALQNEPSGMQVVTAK
TbMetRS inhib: Trypanosoma brucei MetRS inhibition. purified T. brucei MetRS, ATP depletion, Kinase-Glo luminescence. inhibition, % at 11.9 µM. 0.4% of 360,000 active;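 active means inhibition above a per-plate cutoff of the control wells' mean inhibition plus 3 SD, cut at about 5.5% in these data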;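 further: 0% = DMSO wells median and 100% = median of wells with control inhibitor compound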
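technique = Kinase-Glo luminescence, ATP depletion format | system = purified MetRS (methionyl-tRNA synthetase) enzyme from Trypanosoma brucei | timing = 15 min preincubation, 2 h reaction, all 25 °C | evaluation = percent inhibition versus plate control medians | dosing = single dose, 11.9 µM final nominal, 0.9% final DMSO | also added = substrates ATP, L-methionine and bulk Escherichia coli tRNA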
MsrA inh: bovine MsrA inhibition. purified bovine MsrA, absorbance read-out. inhibition, % at 15.5 µM. 0.75% of 360,000 active. AID 651718; in the data active means inhibition above about 4.5%;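 further: 0% = vehicle wells with enzyme and 100% = reference inhibitor wells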
bovine MsrA act: activates bovine MsrA enzyme | purified bovine MsrA, absorbance read-out | activation, % at 10.6 µM | AID 602163 | 0.3% of 360,000 active; in the data active means activation above about 7.5%;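 further: 0% = vehicle and 100% = reference activator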
MT1-MMP act inh: blocks activation of human MT1-MMP; P50281; HT1080 RFP-PRO-GFP cells, GFP/RFP ratio fluorescence, overnight; percent of plate control window, DMSO zero; GFP/RFP ratio change, % at 20 µM; 0.061% of 360,000 active; AID 651647;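 active means GFP/RFP ratio change of at least 30% with cell ATP level not reduced by more than half and red fluorescence within 50% of control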; further: strong numbers were not always called active
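Assay system: HT1080 RFP-PRO-GFP cells | Dosing: 20 µM single dose, 1% DMSO | Incubation: Cells overnight before dosing, compound overnight, 37 °C, 5% CO2 | Evaluation: GFP/RFP fluorescence ratio | Control set: DMSO-only wells and HT1080 RFP-L50D-GFP cell wells as references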
SKN-1 inh: inhibitors of C. elegans SKN-1. C. elegans VP596 Pgst-4::GFP/RFP ratio, acrylamide-induced, 24 h. inhibition, % at 21.8 µM. 0.49% of 360,000 active. AID 624304;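 active means interference check ratio from 0.5 to 1.5 plus GFP to RFP signal ratio inhibition reaching or exceeding a fixed threshold, cut at about 30% in these data, passing the limit was not always enough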; further: some compounds called inactive have numbers as strong as hits
NRP1-CendR mod: modulators of CendR peptide binding to human neuropilin-1; inhibition, % at 25 µM; O14786; FAM-RPARPAR peptide binding to NRP-1, fluorescence polarization; 0.85% of 360,000 active;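 active means inhibition or corrected inhibition above about 18%, plus a signal ratio from 0.5 to 1.5, limit read from the data, passing the limit was not always enough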; further: strong numbers were not always called active
* = called active by the depositor; . = no result given. Not a hit list; about 4% have a hit in one of these screens.

SMILES	FAS TE block	MLLE-PAM2 inh	E coli Lon inh	TbMetRS inhib	MsrA inh	bovine MsrA act	MT1-MMP act inh	SKN-1 inh	NRP1-CendR mod
Cc1ccc(NC2=C(Cl)C(=O)c3ccccc3C2=O)cc1	-5	10	-3	-0.2	1.8	-2	-8	4	12
O=C(O)/C=C\c1ccccc1Oc1ccc(F)cc1	-8	5	-7	-1.0	-0.2	-10	1	1	-1
CCOC(=O)c1ccc(S(=O)(=O)NNC(=O)COc2ccccc2C)cc1	-1	-7	-8	0.0	-0.4	-2	1	-4	-6
COC(=O)C1(CCSC)NC(c2ccc(OC)cc2OC)C2C(=O)N(c3cccc(C(C)=O)c3)C(=O)C21 (stereo unspecified)	1	6	-4	-0.8	1.0	-3	-4	-7	14
C/C=C/C=N/Nc1nc(C)cc(=O)[nH]1	-8	7	-2	-0.5	-0.1	-3	-3	2	-1
CN(Cc1ccccc1)C(=O)c1ccccc1C(=O)O	-4	-4	-5	-0.6	0.6	-1	0	2	5
Nc1c(-c2cccs2)cnn1-c1nc(-c2ccc(F)cc2)cs1	0	5	2	-1.1	-0.8	-13	3	-4	3
COCCCN1C(=O)/C(=C\c2cccs2)C(C(=O)OC)=C1C	-5	1	1	0.1	0.8	-1	3	-4	-4
Cc1cccc(NC(=O)c2cc3c(=O)n4ccccc4nc3n(CC(C)C)c2=N)c1	-7	-13	-6	-0.1	0.0	-2	1	-2	7
Cc1nc(-[n+]2nc(-c3ccncc3)nn2-c2ccccc2)sc1C	12	-9	10	-3.6	-0.3	-2	3	6	14
CCC1CCCCN1CCCNC(=O)CCCOc1cc(=O)n(C)c2ccccc12 (stereo unspecified)	-5	6	0	-0.3	0.3	-4	1	5	7
CCOC(=O)C1C(=O)C=C(c2cccs2)CC1c1ccccc1 (stereo unspecified)	30	2	3	0.9	0.1	-3	2	1	0
O=C(O)c1cc(NS(=O)(=O)c2ccc(N3CCOCC3)c([N+](=O)[O-])c2)cc(C(=O)O)c1	-12	13	-2	-0.8	-0.9	-5	0	-5	-1
COc1cccc(N(C(=O)c2snc(C(N)=O)c2N)C(C(=O)NCc2ccccc2)c2ccc(O)cc2)c1 (stereo unspecified)	11	-18	7	-0.5	-0.1	-2	-2	12	-6
CCN(C[C@H]1N[C@@](C)(C(=O)OC)[C@H]2C(=O)N(Cc3ccccc3)C(=O)[C@@H]12)C(=O)Nc1ccc(Cl)cc1	-5	-1	-10	-1.0	0.1	-3	-2	2	-4
Cc1ccc(CNC(=O)c2cc(=O)c3ccc(C)cc3o2)cc1	29	2	-3	-0.3	1.1	-4	1	20	10
Cc1c(CCC(=O)NCCC(=O)O)c(=O)oc2c(C)c3oc4c(c3cc12)CCCC4	-7	-4	-1	-0.3	0.7	-4	0	-9	0
CCn1nc(C)cc1-c1nnc(SCC(=O)Nc2ccccc2)n1CCCOC	-8	5	15	-0.2	2.2	-4	-2	-9	5
O=C(COc1cccc(F)c1)Nc1nc(-c2ccccn2)cs1	1	11	7	0.0	0.0	-2	2	29	0
CCc1cccc(NS(=O)(=O)c2c(C)n[nH]c2C)c1	0	0	-3	-0.1	0.5	-3	8	-18	3
COc1cccc2cc(C(=O)NCc3ccccn3)c(=O)oc12	-6	5	1	0.6	0.9	1	1	5	11
CCn1cc(C(=O)N2CCc3ccccc32)c(=O)c2cc(S(=O)(=O)N3CCCC3)ccc21	-5	10	-5	0.2	2.0	-4	-2	1	-7
N/C(=N\OC(=O)c1cccnc1)c1ccc(Cl)cc1Cl	-7	-6	-4	-1.2	-1.6	-14	2	2	8
Cc1cc(C)c(NC(=O)CSc2ccc(-c3cccnc3)nn2)c(C)c1	0	-1	11	-0.8	1.1	0	5	-11	-8
C=CCn1c(SCC(N)=O)nc2nc3c(cc2c1=O)COC(C)(C)C3	-6	0	1	-0.3	1.4	-3	-1	7	-6
CCc1ccc(C(=O)NNC(=O)c2n[nH]c(=O)c3ccccc23)cc1	2	1	4	-0.1	0.3	-1	-5	-1	2
COc1ccc(Cn2c(=O)[nH]c3cc(C(=O)NCCc4ccc(S(N)(=O)=O)cc4)ccc3c2=O)cc1	-2	4	2	0.6	1.6	-1	3	13	-1
CCCCNCc1nc2ccccc2c(=O)[nH]1	-11	-1	-7	-0.8	1.5	-10	-5	-7	4
CCCC1CCc2[nH]nc(C(=O)NN)c2C1 (stereo unspecified)	-10	1	-11	-0.2	-0.3	-1	-2	-3	10
O=S(=O)(NCc1cc(-c2ccccc2)no1)c1ccccc1Cl	1	-2	-6	-0.1	-0.3	-2	-1	7	17
Brc1ccc(CN2C3=NCCCN3c3ccccc32)cc1	-2	9	-4	0.0	1.6	-3	-4	0	6
Cc1nnc(SCc2cc([N+](=O)[O-])cc3c2OCOC3)n(N)c1=O	5	-9	-9	-1.0	2.1	-10	-3	-15	4
CC(C)Cn1c(SCC(=O)N2CC(=O)Nc3ccccc32)nc2ccccc21	-5	-11	-6	0.0	-1.0	7	-6	16	-10
COc1cc(OC)cc(C(=O)Nc2nc(CC(=O)NCCc3ccccc3)cs2)c1	7	-12	-5	-0.4	-0.6	-2	3	1	-6
O=C(CSc1nc(-c2ccco2)cc(C(F)(F)F)n1)NC1CCCCCCC1	1	-6	6	-1.1	0.1	-2	-9	37*	10
Cc1noc(C)c1COc1ccccc1C(=O)NCCc1ccc(S(N)(=O)=O)cc1	-8	7	-10	-0.3	-0.1	7.8*	-3	17	10
Cc1cc(C)nc(NC(=O)c2cccc(Cl)c2)n1	-11	-10	-1	-0.9	2.4	-3	1	20	2
Cc1ccc(N(CC(=O)NC2CCCCC2C)S(=O)(=O)c2c(C)noc2C)cc1 (stereo unspecified)	0	-4	0	-0.3	0.4	2	-1	-1	1
O=C(NN=C1CCN(Cc2ccccc2)CC1)c1ccccc1	-10	-7	2	-0.8	1.1	-11	3	1	-5
O=C(CSc1ccc(-c2ccncc2)nn1)N1CCCCC1	-4	0	-3	0.4	1.1	5	3	-6	-4
O=C(CCS(=O)(=O)c1ccc(Cl)cc1)NCCC1=CCCCC1	2	-16	-2	0.9	0.1	-3	-3	0	1
O=C(Cc1ccccc1F)Nc1cc(S(=O)(=O)N2CCOCC2)ccc1N1CCOCC1	-4	-9	-1	0.6	0.0	-3	-3	1	-4
Cc1ccc(-c2nnc(N3CCN(C(=O)CN4C(=O)c5ccccc5C4=O)CC3)c3ccccc23)cc1	-15	11	-9	-0.7	-0.1	-2	3	-12	-6
CCn1c(SCC(=O)c2ccc3ccccc3c2)nnc1-c1ccco1	-2	5	-10	-0.8	3.1	-12	-2	-28	-15
COCCCn1c(-c2cccs2)nc2nc3ccccc3nc21	-3	1	4	0.2	2.0	-4	3	16	7
Cc1ccc2c(CN3C(=O)NC4(CCCCC4)C3=O)cc(=O)oc2c1C	-3	-1	1	-0.1	0.8	-4	-3	1	-17
CC1CCC(=NNC(=O)Cc2cccn2C)CC1 (stereo unspecified)	-9	6	-4	-1.6	0.5	-8	6	6	-18
CCOc1cc(CNc2ccc3[nH]c(=O)[nH]c3c2)ccc1OCC(=O)NC(C)(C)C	-6	7	1	-0.3	2.1	-7	-8	-11	-2
COc1cc(C(=O)C(=O)c2cc(OC)c(O)c(OC)c2)cc(OC)c1O	-1	-6	1	-0.4	-0.5	0	1	-5	0
O=C(N/N=C/c1ccncc1)c1cc(Br)ccc1OCc1ccccc1	1	-10	-3	-0.2	-1.9	-3	-4	12	-7
CC(=O)Nc1cccc(-n2nnc(SCC(=O)N(C)c3ccccc3)n2)c1	-6	-6	-3	-0.7	0.3	-4	0	6	-16
CSc1ccccc1OCc1cc(C(=O)N2CCN(c3ccccc3)CC2C)no1 (stereo unspecified)	20	-19	-1	0.0	1.7	0	-1	0	-3
CNC(=O)C1CC(=O)N(c2ccc(C)cc2)C1 (stereo unspecified)	-2	6	-5	-0.4	1.2	-7	9	5	-8
N#Cc1ccc(/C=C/C(=O)c2ccc3c(c2)OCO3)cc1	5	-3	-2	0.8	-0.8	-5	1	17	-7
CCOc1cc(S(=O)(=O)NCc2ccc3c(c2)OCO3)c(C)cc1C	15	3	6	0.3	-0.9	-2	1	2	-6
COc1cccc(C(=O)Nc2ccc3c(c2)C(=O)NC3=O)c1	-6	19	-4	-0.4	-0.1	0	2	13	-1
CC1(Cc2cn(CCC#N)c3ccccc23)OCCO1	-11	-5	-1	-0.9	1.1	-3	3	16	4
COc1ccc(C(c2nnnn2CCc2ccccc2)N2CCN(C3CCCC3)CC2)cc1OC (stereo unspecified)	0	-5	-1	-0.8	-1.4	-2	-7	18	8
Cc1cccc(Nc2nc(N)c([N+](=O)[O-])c(NCc3ccccc3)n2)c1	38	-9	6	3.2	-0.3	-5	-2	-13	1
CCc1cccc(C)c1NC(=O)CN1CCN(S(=O)(=O)c2ccc(C(C)(C)C)cc2)CC1	16	2	2	-0.3	0.6	1	0	-1	-1

3 entries already listed, arranged by the value under TbMetRS inhib, ascending.
structure	TbMetRS inhib
CCn1c(SCC(=O)c2ccc3ccccc3c2)nnc1-c1ccco1	-0.8
Cc1ccc(-c2nnc(N3CCN(C(=O)CN4C(=O)c5ccccc5C4=O)CC3)c3ccccc23)cc1	-0.7
CNC(=O)C1CC(=O)N(c2ccc(C)cc2)C1 (stereo unspecified)	-0.4

(further entries)
SMILES	FAS TE block	MLLE-PAM2 inh	E coli Lon inh	TbMetRS inhib	MsrA inh	bovine MsrA act	MT1-MMP act inh	SKN-1 inh	NRP1-CendR mod
Cc1cc(CN(C)C(=O)c2ccc(OC3CCN(S(=O)(=O)N(C)C)CC3)cc2)n[nH]1	-6	1	1	-0.2	-0.1	-2	3	19	7
CCc1c(C)nc2ncnn2c1N1CCC(C(=O)NCc2ccc3c(c2)OCO3)CC1	6	-4	-9	-0.2	-0.1	0	-3	11	2
O=C(CSc1nccc(=O)[nH]1)Nc1cc(C(F)(F)F)ccc1N1CCOCC1	-6	-3	6	-1.3	-0.8	-7	-3	2	11
CC(=Nc1ccccc1)Nc1ccccc1	-6	-1	-2	-0.2	-0.4	-3	1	9	16
CS(=O)c1ccccc1COC(=O)Nc1ccccc1 (stereo unspecified)	-5	1	-14	-1.4	.	-8	4	5	5
O=C(COC(=O)CCNS(=O)(=O)c1ccccc1)NC(=O)Cc1ccccc1	-4	13	-3	0.1	0.5	-3	-2	2	9
COc1ccc(Cc2c(O)nc(SCC(=O)N3CCOCC3)[nH]c2=O)cc1	-6	22	2	0.0	-0.5	-2	4	-9	1
CCc1c(C2(O)CCCCC2)[nH]c2ccc(C(F)(F)F)cc12	33	-5	3	-0.2	-0.1	1	5	2	-3
COc1ccc(OC)c(NC(=O)CCN2CCCCC2)c1	-10	-15	-9	0.1	0.1	-1	-3	-3	-6
O=C(NCc1ccncc1)C(=O)NCC1OCCCN1S(=O)(=O)c1ccccc1 (stereo unspecified)	-10	3	-12	-0.5	0.0	-3	-2	-3	-11
CC(C)N(CCn1c(SCC(=O)Nc2cccnc2Cl)nc2ccccc2c1=O)C(C)C	-1	3	-7	-0.3	-0.1	-1	-5	10	12
